IMPase Li cell – IMPase inhibition in cells with lithium potentiation; CHO-M1 cells, IP1 TR-FRET (IP-One), carbachol + lithium; Potency, µM (series often up to 59.4 µM), without a hit: top-dose activity, negative = IMPase inhibition, hits mostly inhibitors; 210,000 compounds, 0.35% hits;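 also: IP1 builds up when IMPase is blocked and the TR-FRET signal falls; potency is read from the fitted curve at half-maximal effect; plate controls were basal vehicle for no effect and high inhibitor control for full effect; nearly all actives have a fitted effect of over 50% in size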
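CHO cells stably expressing M1 receptor (2000/well, cultured 16–30 h) treated 30 min at 37C with compound plus low lithium. Cytosolic IP1 by TR-FRET (665/620 ratio and 620 channel) after 10 min lysis; AC50 by Hill fit.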
CBFb-RUNX1 inh – inhibitors of human CBF-beta and RUNX1 interaction; Q01196+Q13951; AlphaScreen CBFb-His/RUNX1-biotin binding, biochemical; Potency, µM (top dose mostly 59.8 µM), inactives show top-dose activity, negative = inhibition, actives largely listed as inhibitors; 230,000 tested, under 10 active; AID 1477; also: % of control where 0% means no effect
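CBF-beta (His) and RUNX1 (biotin), 30 nM each; 20 min preassociation; + compound, 15 min; + beads 50 ng each (Ni, streptavidin), 90 min; RT; AlphaScreen read.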
LMNA splice mod – LMNA splicing modulation; HeLa LMNA splicing GFP/RFP minigene ratio, 48 h; Potency, µM (titrated, usually from 46.1 µM), for inactives: at the highest dose ratio change, negative = inhibition, hits mostly inhibitors; 200,000 compounds, 0.01% hits; AID 1487; active = well fitted inhibition curve with a large enough effect in the signal ratio, with a control signal flat, not every such curve was filed as active; inconclusive = small, poorly fitted or top-dose-only effect, or effect the other way, or a change in a side signal; the % refers to the signal ratio; also: potency is read from the fitted curve at half-maximal effect; % is scaled to controls: 0 for no effect and ±100 for the full control effect
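S3 HeLa stable clones carrying a lamin A-EGFP splicing minigene plus DsRed2 were seeded at 600 cells/well in Opti-MEM with 2% FBS, pin-dosed and incubated 48 h at 37°C. Acumen cytometry (488 nm) gave the GFP/RFP total-intensity ratio.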
GLA spleen mod – inhibits or activates alpha-galactosidase in human spleen homogenate; P06280; human spleen homogenate, 4MU-alpha-Gal fluorescence, 40 min; Potency, µM (top dose mostly 80 µM), for the others: at the highest dose activity change, negative = inhibition, hits mostly inhibitors; 240,000 compounds, 0.008% hits;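 also: potency is read from the fitted curve at half-maximal effect; 0% = enzyme with vehicle and -100% = no enzyme basal signal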
Target sequence (P06280 32-429 limits assumed): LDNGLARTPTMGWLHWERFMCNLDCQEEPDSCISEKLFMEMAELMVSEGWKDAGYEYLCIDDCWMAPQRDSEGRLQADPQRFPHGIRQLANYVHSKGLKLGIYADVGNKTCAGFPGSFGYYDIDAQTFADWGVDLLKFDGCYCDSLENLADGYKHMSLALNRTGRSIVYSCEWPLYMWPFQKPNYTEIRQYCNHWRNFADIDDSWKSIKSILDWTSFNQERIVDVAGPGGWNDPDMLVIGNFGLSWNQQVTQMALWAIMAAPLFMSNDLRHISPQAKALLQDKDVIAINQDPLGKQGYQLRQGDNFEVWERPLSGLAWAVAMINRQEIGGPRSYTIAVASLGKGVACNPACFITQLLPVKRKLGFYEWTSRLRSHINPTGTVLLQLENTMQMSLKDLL
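Spleen homogenate 1 ug + cpd (titration) + 4-MU-alpha-D-galactopyranoside 1 mM; 37C 40 min; 50 mM citrate/phosphate pH 5.0, 0.01% Tween-20; stop pH 10; fluorescence 365/440; AC50 via Hill.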
NPSR antagonist – neuropeptide S receptor (human) antagonism, cAMP; CHO-NPSR cells, cAMP TR-FRET, antagonist mode; Potency, µM (doses to about 38.3 µM), for the others: at the top dose activity change, negative = inhibition, usual class: inhibitors; 220,000 compounds, 1% hits; Q6W5P4; also: potency is read from the fitted curve at half-maximal effect; % is scaled to controls: 0 for no effect and ±100 for the full control effect; nearly all actives have a fitted effect of over 50% in size; many of its hits are not listed in these tables
Target sequence (Q6W5P4 whole entry, looked up): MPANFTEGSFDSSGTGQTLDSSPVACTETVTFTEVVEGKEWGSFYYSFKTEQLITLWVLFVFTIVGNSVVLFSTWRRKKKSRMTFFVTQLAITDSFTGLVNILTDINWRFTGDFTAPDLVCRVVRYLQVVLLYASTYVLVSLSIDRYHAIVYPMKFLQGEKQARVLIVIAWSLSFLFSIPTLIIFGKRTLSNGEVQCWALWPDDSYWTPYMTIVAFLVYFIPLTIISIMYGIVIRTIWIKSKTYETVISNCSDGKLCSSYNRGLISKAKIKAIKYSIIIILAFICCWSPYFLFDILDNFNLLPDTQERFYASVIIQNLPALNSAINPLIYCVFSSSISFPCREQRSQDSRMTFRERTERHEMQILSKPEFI
Epigenetic derep – derepresses silenced GFP reporter in murine cells; 280,000 compounds, 0.2% hits; murine LDR cells, GFP reporter derepression, 30 h; Potency, µM (series often up to 53.9 µM), for the others: top-dose GFP activation, usual class: activators; also: potency is read from the fitted curve at half-maximal effect; % of control where 0% means no effect; nearly all actives have a fitted effect of over 60% in size
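Readout is the number of GFP-expressing murine LDR cells, counted by cytometry following washing. Cells were treated with compound for 30 h at 37 C; the stably integrated CMV-GFP locus is normally silent.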
KinaseGlo FLuc – Kinase-Glo luciferase inhibition (counter-screen) | AID 1379 | 200,000 compounds, 0.28% hits | Potency, µM (highest dose often 38.3 µM), for the others: top-dose activity change, negative = inhibition, usual class: inhibitors | Kinase-Glo luciferase, ATP luminescence, 8 min; also: potency is read from the fitted curve at half-maximal effect; % is scaled to controls: 0 for no effect and ±100 for the full control effect; nearly all actives have a fitted effect of over 60% in size
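Recombinant Kinase-Glo luciferase, 10 uM ATP (linear range), luciferin; imidazole pH 7.2 / KCl / MgCl2 / Tween / BSA buffer; 8 min RT; luminescence.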
* hit, by the source's call; ? = inconclusive; / = not tested or not shown; [ ] = another dose, or the depositor's remark. Unless noted, calls follow the shape of the dose curve; as a rule, active = well fitted curve in the direction sought with a large enough effect; inconclusive = small, poorly fitted or top-dose-only effect, or another doubt; inactive = no such curve, though single readings can be large; an effect the other way counts as inactive or inconclusive. An excerpt (hit frequency here may not be typical).

(1) O=C(Nc1ncc(Cc2cccc(Cl)c2)s1)c1cccs1
(2) Cc1ccc(NC2c3ncccc3C(=O)N2Cc2cccs2)cc1C (stereo not given)
(3) CC(C)c1ccc(/C=N/N2CCN(c3ccccn3)CC2)cc1
(4) Cc1ccc(Oc2ccc(-c3nnc(-c4ccccc4)o3)cc2[N+](=O)[O-])cc1C
(5) COC/C=C/C1=CC2=CC(=O)C(C)(OC(=O)c3ccc(Cl)nc3)C(=O)C2=CO1 (stereo not given)
(6) COc1cc2nc(C3CC3)n(NC(=O)c3ccc(F)cc3)c(=O)c2cc1OC
(7) O=C(CCCSc1nc2ccccc2[nH]1)NCc1ccccc1F
(8) CC(C)OP(=O)(OC(C)C)C(O)c1ccc(N(C)C)cc1 (stereo not given)

Screen / compound no.	1	2	3	4	5	6	7	8
IMPase Li cell	6%[38.3 µM]	-2%	/	2%	10%	28%[38.3 µM]	13%	/
CBFb-RUNX1 inh	3%	2%	0%	2%	?	5%	8%	-2%
LMNA splice mod	9%	/	/	-9%	/	2%	-3%[46 µM]	/
GLA spleen mod	-14%	-4%	-1%	-2%	-18%	-2%	7%	1%
NPSR antagonist	-15%[46.1 µM]	3%	23%	2%	/	-24%[46.1 µM]	7%	12%
Epigenetic derep	0.0%	-3.4%	-0.8%	0.0%	4.5%	-2.1%	-2.7%	4.0%
KinaseGlo FLuc	-2%	-1%	/	-2%	0%	2%	-1%	/

Compound profiles, as listed above.
Entry for `COC/C=C/C1=CC2=CC(=O)C(C)(OC(=O)c3ccc(Cl)nc3)C(=O)C2=CO1` (stereo not given) → IMPase Li cell: 10%; CBFb-RUNX1 inh: ?; LMNA splice mod: /; GLA spleen mod: -18%; NPSR antagonist: /; Epigenetic derep: 4.5%; KinaseGlo FLuc: 0%
Entry for `Cc1ccc(NC2c3ncccc3C(=O)N2Cc2cccs2)cc1C` (stereo not given) → IMPase Li cell: -2%; CBFb-RUNX1 inh: 2%; LMNA splice mod: /; GLA spleen mod: -4%; NPSR antagonist: 3%; Epigenetic derep: -3.4%; KinaseGlo FLuc: -1%

(more compounds)
(9) Cc1cc2ccccc2n2c(SCC(=O)Nc3ccc(S(=O)(=O)N4CCC(C)CC4)cc3)nnc12
(10) Cc1ccc(S(=O)(=O)N2CCCCC2)cc1C(=O)Nc1cccnc1
(11) COc1ccc(N(CC(=O)O)S(=O)(=O)c2ccccc2[N+](=O)[O-])c(OC)c1
(12) CCC(C(=O)NC(C)(C)C)N(C(=O)c1ccc(Cl)nc1)C1CCCC1 (stereo not given)
(13) C/C(N)=C(/C#N)C(=O)CSc1nc2ccccc2c(=O)n1-c1ccc(C)cc1
(14) CC(C)COc1ccc(C(=O)N/C(=C\c2cccc([N+](=O)[O-])c2)C(=O)OC(C)C)cc1
(15) O=C1c2ccccc2C(O)N1CCN1CCOCC1 (stereo not given)
(16) COc1cccc(C(=O)Nc2sc3c(c2C#N)CCN(C(C)=O)C3)c1

Screen / compound no.	9	10	11	12	13	14	15	16
IMPase Li cell	-5%	/	7%	8%	?	-18%[38.3 µM]	-2%	3%
CBFb-RUNX1 inh	-6%	-18%	5%	10%	8%	-6%	1%	3%
LMNA splice mod	-3%	/	/	6%[46 µM]	-20%	7%	-7%	?
GLA spleen mod	-9%	13%	0%	4%	10%	-4%	-7%	0%
NPSR antagonist	10%	-10%	-11%	8%	-19%	-17%[46.1 µM]	2%[46.1 µM]	15%
Epigenetic derep	1.1%	-1.3%	-1.0%	0.1%	0.0%	4.5%	-1.0%	-0.5%
KinaseGlo FLuc	4%	/	2%	1%	1%	-6%	1%	2%

(17) CNC(=O)CSc1nc2[nH]ncc2c(=O)[nH]1
(18) COc1ccc(-c2csc(NC(=O)CCCc3cccs3)n2)cc1
(19) CC(C)(C)c1nn2cnnc2n(/N=C/c2ccccc2)c1=O
(20) O=C(CCC(=O)N(CC(=O)NC1CCCC1)C1CCCCC1)Nc1ccccn1
(21) CCOc1ccc(N(CC(=O)N2CCN(c3ccccc3)CC2)S(=O)(=O)c2c(C)noc2C)cc1
(22) CN(C)c1oc(COc2ccccc2F)nc1C#N
(23) O=C(Nc1cc(S(=O)(=O)N2CCCC2)ccc1OCC(F)(F)F)c1ccc(F)cc1
(24) O=C1c2cccnc2C(Nc2ccc(Br)cc2)N1Cc1cccs1 (stereo not given)

Screen / compound no.	17	18	19	20	21	22	23	24
IMPase Li cell	2%	-19%	-4%	7%	5%[38.3 µM]	28%[38.3 µM]	-21%	2%
CBFb-RUNX1 inh	4%	-3%	-3%	5%	-9%	-4%	-6%	-6%
LMNA splice mod	17%[46 µM]	-9%	?	5%[46 µM]	-7%	7%	1%	9%[9.22 µM]
GLA spleen mod	-6%	-7%	-1%	-9%	-3%	-1%	-3%	0%
NPSR antagonist	12%	1%[46.1 µM]	19%	7%	-20%[46.1 µM]	-7%[46.1 µM]	-1%	-19%
Epigenetic derep	-2.7%	0.0%	1.0%	-0.1%	0.1%	0.0%	?	-3.0%
KinaseGlo FLuc	2%	1%	4%	-2%	-4%	-1%	3%	7%

(25) COc1ccc(CNc2ncnc3ccc(-c4cccc(NS(C)(=O)=O)c4)cc23)c(OC)c1
(26) O=C1N/C(=C/c2ccc(N3CCOCC3)o2)C(=O)N1c1cccc(Cl)c1
(27) CCOC(=O)c1nn(-c2ccc3ccccc3c2)cc1O
(28) COc1cc(NC(=O)CN2CCCCC2C)c(C)cc1[N+](=O)[O-] (stereo not given)
(29) O=C1CC(c2ccccc2Cl)c2c(sc3c(=O)[nH]c(CCl)nc23)N1 (stereo not given)
(30) CC[C@H](C)C(C(=O)N1CCN(C(=O)OC(C)(C)C)CC1)n1cc(C(CC(C)C)NC(=O)OC(C)(C)C)nn1 (stereo not given in full)
(31) COc1ccc(OC)c(NS(=O)(=O)c2cccs2)c1
(32) Cc1ccc(CNC(=O)C2C3C=CC4(CN(Cc5cccnc5)C(=O)C24)O3)cc1 (stereo not given)

Screen / compound no.	25	26	27	28	29	30	31	32
IMPase Li cell	23%	24%	-1%	3%	/	3%	2%	-6%[38.3 µM]
CBFb-RUNX1 inh	/	-2%	5%	19%	2%	5%	4%	1%
LMNA splice mod	?	?	-17%[46 µM]	?	/	/	-1%	-2%
GLA spleen mod	-1%	-7%	-18%	-1%	-1%	-1%	-3%	15%
NPSR antagonist	/	-57%	-10%	7%	-29%	24%	-1%[46.1 µM]	-4%[46.1 µM]
Epigenetic derep	/	?	-0.4%	0.0%	5.4%	1.8%	-1.0%	-0.2%
KinaseGlo FLuc	/	1%	0%	-4%	/	/	4%	-2%

(33) Cc1ccc(-c2nc3cccnc3s2)cc1NC(=O)C1c2ccccc2Oc2ccccc21
(34) COc1ccc(C(=O)NC(=S)Nc2ccc(N3CCCC3)cc2)cc1
(35) O=C(CSc1nnc(Nc2ccccc2)s1)NN1C(=O)NC2(CCCCC2)C1=O
(36) CC1CCCC(C)N1C(=O)c1cc(F)c(F)cc1Cl (stereo not given)
(37) COc1ccccc1-c1n[nH]c(=S)n1-c1ccccc1
(38) CSCC[C@H](NC(=O)OC(C)(C)C)C(=O)N/N=C/c1c(C)[nH]c(=O)[nH]c1=O
(39) Cc1cccc(/N=C/c2c(O)c3ccccc3oc2=O)n1
(40) Nc1nc(-c2ccco2)cs1

Screen / compound no.	33	34	35	36	37	38	39	40
IMPase Li cell	-13%	9%	-4%	6%[38.3 µM]	2µM*	18%[38.3 µM]	10%[38.3 µM]	4%[38.3 µM]
CBFb-RUNX1 inh	-7%[2.36 µM]	-24%	16%	12%	6%	7%	5%	-2%
LMNA splice mod	2%	1%[46 µM]	2%	16%	?	-8%	-11%	-3%
GLA spleen mod	5%	4%	-6%	-1%	7%	0%	-1%	2%
NPSR antagonist	?	-2%	7%	-3%[46.1 µM]	11%[46.1 µM]	-10%[46.1 µM]	-11%[46.1 µM]	1%[46.1 µM]
Epigenetic derep	-1.4%	0.0%	-1.2%	0.0%	-0.9%	0.0%	0.0%	0.3%
KinaseGlo FLuc	-2%	-1%	10%	1%	4%	-1%	?	-1%

(41) COc1ccc(C(C(=O)NC2CCCC2)N(Cc2ccccc2)C(=O)CNC(=O)c2ccco2)cc1 (stereo not given)
(42) CCOC(=O)C(CC)Sc1nc2c(cnn2-c2ccccc2)c(=O)[nH]1 (stereo not given)
(43) CCNC(=S)NNC(=O)Cn1nc(C)cc1C
(44) CCOC(=O)C1(Cc2cccc(OC)c2)CCN(Cc2cccn2-c2nccs2)CC1
(45) c1ccc(-c2nn3c(Cn4cnc5ccccc54)nnc3s2)cc1
(46) CCOC(=O)CCSc1n[nH]c(=S)s1
(47) CCOc1ccc(-n2c(C)c(C(C)=O)c3cc(OCC(N)=O)ccc32)cc1
(48) COc1cc(CNc2ccc(N3CCOCC3)c(C(=O)O)c2)ccc1OCC(N)=O

Screen / compound no.	41	42	43	44	45	46	47	48
IMPase Li cell	18%[38.3 µM]	-4%[38.3 µM]	0%[38.3 µM]	11%	11%	/	2%	33%[38.3 µM]
CBFb-RUNX1 inh	3%	-3%	2%	1%	0%	-1%	23%	5%
LMNA splice mod	5%	-4%	0%	/	-4%	/	/	17%
GLA spleen mod	0%	-4%	6%	-5%	-4%	2%	-4%	3%
NPSR antagonist	-11%[46.1 µM]	-22%[46.1 µM]	-3%[46.1 µM]	22%	-24%[46.1 µM]	0%	25%	-13%[46.1 µM]
Epigenetic derep	-1.0%	0.0%	-0.9%	5.6%	-7.3%	0.0%	0.0%	2.2%
KinaseGlo FLuc	15%	0%	9%	5%	4%	/	1%	-1%

(49) COc1cc2c(cc1OC)C1=C(C#N)CCC(=NC(=O)c3ccc(Cl)cc3)N1CC2
(50) Cc1ccc(-n2ncc3c(N4CCC5(CC4)OCCO5)ncnc32)c(C)c1
(51) CC(C)c1ccc(NC(=O)CSc2nc(-c3ccccc3F)nc3nc[nH]c23)cc1
(52) O=C(CCCN1C(=O)c2cccc3cccc(c23)C1=O)NC1CCS(=O)(=O)C1 (stereo not given)
(53) OCC#CCSc1nnc(-c2ccc(Br)cc2)o1
(54) C=C1CCC(=O)C(C)CCC2C1CC2(C)C (stereo not given)

Screen / compound no.	49	50	51	52	53	54
IMPase Li cell	-21%[38.3 µM]	1%[38.3 µM]	?	4%	-10%[38.3 µM]	-1%
CBFb-RUNX1 inh	-1%	4%	1%	6%	4%	/
LMNA splice mod	?	-6%	-5%	?	-11%	-7%
GLA spleen mod	1%	6%	6%	-6%	0%	7%
NPSR antagonist	-6%[46.1 µM]	-4%[46.1 µM]	?	0%	2%[46.1 µM]	/
Epigenetic derep	0.0%	0.5%	-1.1%	2.2%	0.0%	-1.7%
KinaseGlo FLuc	1%	-1%	-1%	-1%	1%	0%

Bioassay records: PubChem BioAssay, National Center for Advancing Translational Sciences (NCATS)
